# Assay outcomes deposited in PubChem by National Center for Advancing Translational Sciences (NCATS).
# Pf Dd2 inh = inhibitors of Plasmodium falciparum Dd2 growth; P. falciparum Dd2 growth, SYBR Green, 72 h; Potency, µM (titrated, usually from 28.9 µM), without a hit: at the highest dose activity, negative = inhibition, usual class: inhibitors; 120,000 compounds, 4.3% hits; AID 1347417; active means well fitted inhibition curve with a large enough effect; inconclusive means small, poorly fitted or top-dose-only effect; inactive means no such curve, though single readings can be large or run the other way;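 further: plate controls were DMSO vehicle for no effect and reference drug for full effect; nearly all actives have a fitted effect of over 65% in size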
#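 Infected erythrocytes (Dd2, 0.3% parasitemia, 2.5% hematocrit final) are added to compound in RPMI-1640/Albumax II medium, grown 72 h at 37C in low oxygen, then lysed with saponin/Triton-X containing SYBR Green and read by fluorescence.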
# Numbers without * were called inactive; i = inactive; ? = inconclusive; & = joins results of further samples; [ ] = dose if it differs, or a comment. Potency means the concentration at half of the fitted maximal effect. This is a subset; rates above refer to the full screens.
SMILES,Pf Dd2 inh
COCCOCC(=O)N1Cc2ccccc2OC2(CCN(C(C)C)CC2)C1,i
Cc1ccsc1C(=O)N1CCCn2cc(-c3cccc(C#N)c3)nc21,?
O=C1[C@@H]2C[C@@H](O)CN2C2(CN(C3CCCCC3)C2)C(=O)N1Cc1ccccc1F,-24.5%[44.1 µM]
CC(C)c1ccc(C(=O)N2CC[C@H](N(C)C)[C@H](CCC(=O)O)C2)c(=O)[nH]1,-17.3%
CCN(CC)C(=O)CCc1c(C)nn(-c2cccc(C)c2)c1Oc1ccc(F)cc1F,i
CC(C)(Oc1nn(CCOc2ccccc2)c2ccccc12)C(=O)NCc1ccncc1,?
CCCCNC(=O)c1ccc2c(c1)n(Cc1ccc(F)cc1)c(=O)c1ccnn12,?
CC1(COCC2CC2)COc2ccc(C(=O)Nc3ccccc3)cc2N1 (stereo unspecified),-2.2%[44.1 µM]
CCOc1ccc(C(=O)NC2CCN(c3cnn(C)c(=O)c3)CC2)cc1,-23.1%
COC(=O)c1ccccc1NC(=O)c1c(OC)cc(=O)n2c1CCCC2,-0.4%
COc1ccc(CN2CC(C)(NC(C)=O)C2)c2ccccc12,?
O=C(O)CCn1ncc2cc(OCC3CCN(C(=O)CC4CC4)CC3)ccc21,?
COc1ccc(CN2CCC3(CC(c4ccc(OC)cc4)=NO3)C2)cc1 (stereo unspecified),?
CCCNC(=O)Cn1c(C)ccc(NC(=O)Nc2ccc(OC)cc2)c1=O,?
O=C(c1cccc(Cl)c1)N1CCC(c2nn(-c3ccccc3)c(=O)[nH]2)CC1,i
O=C(c1ccccn1)N1CCOc2c(O)cc(-c3cccc(Cl)c3)cc2C1,?
CN(Cc1cnccn1)Cc1ccccc1OCC(O)CN(C)C1CCCCC1 (stereo unspecified),?
CCC1=C(C(=O)OC)C(c2ccc(C)cc2C)N2C(CC(=O)N3CCOCC3)=CSC2=N1 (stereo unspecified),-9.7%
Cc1ccc(C(=O)NC2CCN(c3cc(-c4ccccc4)[nH]n3)CC2)cc1C,i
Cc1ccc(-n2c(C3CCN(C(=O)c4ccc(C(F)(F)F)cc4)CC3)n[nH]c2=O)cc1,?

# Part of the list above, reformatted.
COc1ccc(CN2CCC3(CC(c4ccc(OC)cc4)=NO3)C2)cc1 (stereo unspecified)
  Pf Dd2 inh: ?
CN(Cc1cnccn1)Cc1ccccc1OCC(O)CN(C)C1CCCCC1 (stereo unspecified)
  Pf Dd2 inh: ?
O=C(c1cccc(Cl)c1)N1CCC(c2nn(-c3ccccc3)c(=O)[nH]2)CC1
  Pf Dd2 inh: i

# Further entries:
SMILES,Pf Dd2 inh
Cc1cn2nc(C(=O)N3CCC(NC(=O)Cc4ccccc4Cl)CC3)cc2c(=O)[nH]1,?
CCOc1ccc(CNC(=O)c2ccc3c(c2)c(C)c(C)n3Cc2ccc(Cl)cc2)cc1,i
CCOc1cc(=O)n2c(c1C(=O)Nc1cccc(C(C)C)c1)CCCC2,50.3%
CCc1noc(-c2cn(C3CCN(C(=O)C(C)c4ccccc4)CC3)nn2)n1 (stereo unspecified),-1.3%
CC1=C[C@@H](CN2CCN(C)CC2)[C@H](C(C)C)C[C@H]1Cc1nnc(C)o1,i
COc1ccc(C(=O)N2CCCC3(C2)Nc2cccnc2NC3=NC2CCCC2)cn1 (stereo unspecified),i[5.79 µM]
O=C(C1CN(c2cccc(Cl)c2)C(=O)N1)N1CCCC1 (stereo unspecified),12.1%&21.4%[44.1 µM]
O=C(NCc1ccc(Cl)cc1)c1noc(-c2ccc3c(c2)OCO3)n1,i
COc1ccccc1-n1c(=O)[nH]c2cccnc21,-16.5%[44.1 µM]
Cc1ccc(-n2ncc3c(NCCCn4ccnc4)ncnc32)cc1,i
CCOc1cccc(CN2C[C@@H](NC(=O)COC)C[C@H]2CO)c1,-18.7%
CCCC(=O)NC1CCN(C(=O)N2CC3CC(C2)[C@H]2CCCC(=O)N2C3)CC1 (stereo partly specified),i
COCc1cc(CNC(=O)C2COc3ccccc3C2)[nH]n1 (stereo unspecified),-4.2%
COc1cccc(NC(=O)Cn2c(=O)n(-c3ccccc3)c(=O)c3c2c2cc(OC)ccc2n3C)c1,i
COc1cccc(-n2ccnc2SCC(=O)Nc2ccc(Cl)c(Cl)c2)c1,51.7%[activator]
CCc1ccc2oc(C(=O)Nc3ccccc3C(=O)OC)cc(=O)c2c1,14.2%
Cc1ccccc1OCCSc1nnc(-c2cccs2)o1,30.1%[activator]
Cc1cc(C)cc(OCC(=O)NCC(c2ccc(Cl)cc2)N2CCCCC2)c1 (stereo unspecified),11.2µM*
O=C(c1ccccc1OCC1CCCN(Cc2ccccn2)C1)N1CCCC1 (stereo unspecified),-2.4%
CC(=O)N1CCC2(CC1)C(=NC1CCCCC1)NC(=O)N2c1cccnc1,37.4%[activator]
COc1ccc(CCN2CC(NC(=O)Cn3ccc(C)n3)CC2=O)cc1 (stereo unspecified),-6.7%
Cc1nc(CN2Cc3nc(Nc4ccccc4)ccc3OCC2=O)cs1,-4.7%[44.1 µM]
COCC1CN(C(C)=O)CC12CCN(Cc1ccccc1OC)CC2 (stereo unspecified),15.0%
COc1cccc(-n2c(SCC(N)=O)nc3c(oc4ccccc43)c2=O)c1,27.9%
CCS(=O)(=O)N1CCC2(CC1)CN(C1CCC1)CC2COC (stereo unspecified),-21.5%
CC1CCc2c(sc(NC(=O)c3cc(-c4ccc(F)cc4)on3)c2C(N)=O)C1 (stereo unspecified),31.1%
O=C(Nc1ccc(Cl)cc1C(F)(F)F)N1CCC(n2cnnc2C2CC2)C1 (stereo unspecified),?
COc1ccc2c(c1)NC(c1ccc(Cl)cc1)=NC(c1cccs1)=N2,3.6%
CSc1ccc(-c2nc3ncccn3c2Nc2ccc(C)c(C)c2)cc1,?
Cn1ccnc1C(=O)N1CCc2nn(C)c(=O)n2CC1,51.1%[activator]
Cc1ccc(S(=O)(=O)C(CNC(=O)c2c(F)cccc2F)c2ccco2)cc1 (stereo unspecified),4.7%
NCc1ccc(-c2ccccn2)cc1,-17.6%[44.1 µM]
COc1cccc(CN2CCCC(N3CCN(c4cccc(C(F)(F)F)c4)CC3)C2)c1O (stereo unspecified),0.398µM*
Cc1ncccc1C(=O)N1CC(=O)N(C2CCCCC2)CC(OCc2ccccc2)C1 (stereo unspecified),-5.5%
Cc1cc2c(c(=O)n(-c3ccc(F)cc3)c(=O)n2CC(=O)Nc2ccccc2F)n1C,-20.6%
CC(C)(NC(=O)c1cccs1)C(=O)N[C@@H]1CCOC[C@H]1OCC1CCC1,-2.9%
CN1C(=O)C2(c3ccccc31)N(c1ccc(F)c(Cl)c1)C(=O)CS2(=O)=O (stereo unspecified),-14.5%
COC1CCC(C(=O)N2CC(COc3ccccc3)C3(C2)CN(c2ccccc2)C3)CC1 (stereo unspecified),-13.1%[44.1 µM]
COc1cc(OC)cc(C(=O)N2CCN(c3ncccn3)CC2C(=O)O)c1 (stereo unspecified),-9.6%
CCOC(=O)Cc1c(C)nc2c(-c3ccc(OC)c(OC)c3)c(C)nn2c1C,200.5%[activator][5.79 µM]
O=C(N[C@H]1[C@H](O)[C@H](O)C[C@@H]1c1ccccc1)c1ccccn1,2.2%[44.1 µM]
Cc1nc(C)c(C(=O)NC2CC(c3nnc(Cn4ccnc4)n3C)C2)s1 (stereo unspecified),-5.3%
CC1CCC(NC(=O)c2noc(-c3ccccc3F)n2)CC1 (stereo unspecified),-25.5%
CN1CC(=O)N(C2CCCNCC2)Cc2c(NCCc3ccccc3F)ncnc21 (stereo unspecified),-8.5%
CN(Cc1cc(-c2cccnc2)no1)C(=O)C1COc2ccccc2C1 (stereo unspecified),?
CCOC(=O)CSc1nc2ccccc2c(=O)n1-c1ccc(C(=O)NCCOC)cc1,i
CC(C)CCNC(=O)CCCN1C(=O)c2ccccc2Sc2ncccc21,-6.5%
CCOc1ccc(CCNS(=O)(=O)c2c(C)nc3scc(C)n3c2=O)cc1OCC,2.3%
N#Cc1ccccc1CN1C[C@@H](CO)[C@H](NC(=O)c2ccccc2)C1,-2.8%
CC1CCCN(S(=O)(=O)c2cc3c(cc2Cl)NC(=O)CO3)C1 (stereo unspecified),-0.3%
CCn1ccc(C(=O)N2CCCCCCNC(=O)[C@@H]3CCCC[C@@H]32)n1,-11.7%
COc1cccc(CN2Cc3nc(-c4cnn(Cc5ccccc5)c4)ccc3OCC2=O)c1,i
Cc1cc(C(=O)N2CCC3(CC2)CC(N2CCN(CC(C)C)CC2)CCO3)nn1C (stereo unspecified),-8.7%
O=C(Nc1cccc(F)c1)[C@@H]1C[C@@H](c2ccc(F)cc2)N([S+](=O)([O-])c2cccnc2)C1,i
CCOC(=O)CSc1nnc2n(-c3ccccc3)c(=O)c3c4c(sc3n12)CC(C(C)(C)C)CC4 (stereo unspecified),?
COC(=O)C(=O)N[C@H]1C[C@@H](Cc2cc(CC(C)C)on2)C1(C)C,-7.8%[44.1 µM]
COCc1cn(C[C@H]2C[C@@H](NC(=O)C3CCOCC3)[C@H](O)[C@@H]2O)nn1,25.2%[44.1 µM]
Cc1cc(-c2cc3c(cn2)CN(Cc2ccc(C(F)(F)F)cc2)CCN3)ccn1,i
CN1CCN(C(=O)N2Cc3ccccc3OC3(CCN([S+](C)(=O)[O-])CC3)C2)CC1,52.4%[activator][44.1 µM]
Cc1ccc(C)c(N2CCN(Cc3nnc(-c4ccc5c(c4)OCO5)o3)CC2)c1,51.3%[activator]

# Single values from the entries so far:
# N#Cc1ccccc1CN1C[C@@H](CO)[C@H](NC(=O)c2ccccc2)C1 @ Pf Dd2 inh = -2.8%
# CCOc1ccc(CCNS(=O)(=O)c2c(C)nc3scc(C)n3c2=O)cc1OCC @ Pf Dd2 inh = 2.3%
# O=C(N[C@H]1[C@H](O)[C@H](O)C[C@@H]1c1ccccc1)c1ccccn1 @ Pf Dd2 inh = 2.2%[44.1 µM]

# (further entries)
SMILES,Pf Dd2 inh
CC(C)(C)OC(=O)N1CCC(c2c(C(=O)Nc3ccc4c(c3)OCO4)cnn2-c2ccccc2)CC1,5.01µM*
Cc1ccsc1C(=O)NC1CCN(c2cc(C(F)(F)F)ncn2)CC1,?
COCCNc1ncccc1-c1noc([C@@H]2CCCN2C2CCOCC2)n1,i
Cc1ccc2occ(CC(=O)N3CCN(c4cccc(Cl)c4)CC3)c2c1,?
c1cc(-c2ccnc3nc(CCC4CCCC4)nn23)ccn1,?
CN(C(=O)c1c2c(nc3ccccc13)C(=O)N(C1CCCCC1)C2)c1ccc(F)cc1,?
CN(C(=O)Cn1cccc1-c1nc(-c2ccccc2)no1)c1ccc(F)cc1,i
F[C@@H]1CN(C2CCC2)C[C@@H]1OCc1nc2ncccc2[nH]1,i
COc1ccccc1-c1nn2c(=O)cc(CN3CCN(S(=O)(=O)c4ccc(C)cc4)CC3)nc2s1,9.1%
COc1ccc(-c2ccc(NS(=O)(=O)c3cccc(Cl)c3)cc2)nn1,-25.3%
CC[C@H]1CN2CC[C@H]1C[C@@H]2CNC(=O)C1CCCCC1,i
Cc1ccc(Nc2nc3c(S(=O)(=O)c4ccccc4)nnn3c3ccc(Cl)cc23)c(C)c1,17.8%
Cc1ccc(Cl)cc1NC(=O)c1oc2ccc(S(=O)(=O)N3CCCCCC3)cc2c1C,5.5%
Cc1ccc([C@H]2CN(C(=O)CCc3c(C)nc4ncnn4c3C)C[C@@H]2N)o1,-9.5%
Cc1ccc(-c2cn3nc(N4CCC(C(=O)Nc5ccccc5C)CC4)sc3n2)cc1,13.7%
CCCOc1cccc(C2c3c(oc4cc(C)c(C)cc4c3=O)C(=O)N2CCCN2CCOCC2)c1 (stereo unspecified),?
O=C(CCC1CCCC1)N1CCC(Cc2nc(C3CC3)n[nH]2)CC1,i
COc1cc(OC)c(N(C)C(=O)c2c(C)oc3ncn(CC(C)C)c(=O)c23)cc1Cl,i
CC(C)CN1CC(C(=O)N(Cc2nccn2C)C2CC2)CC1=O (stereo unspecified),15.2%
CCOc1cccc(CNC(=O)C2CCN(C(=O)c3ncn4c3COC(c3ccccc3)C4)CC2)c1 (stereo unspecified),19.0%

# Laid out differently: results already given.
SMILES | Pf Dd2 inh
O=C(CCC1CCCC1)N1CCC(Cc2nc(C3CC3)n[nH]2)CC1 | i
Cc1ccc(-c2cn3nc(N4CCC(C(=O)Nc5ccccc5C)CC4)sc3n2)cc1 | 13.7%
COCCNc1ncccc1-c1noc([C@@H]2CCCN2C2CCOCC2)n1 | i
CN(C(=O)c1c2c(nc3ccccc13)C(=O)N(C1CCCCC1)C2)c1ccc(F)cc1 | ?

# (list continues)
SMILES,Pf Dd2 inh
Cc1ccc(C)c(Cn2c(=O)n(CCCC(=O)NCc3ccc4c(c3)OCO4)c(=O)c3sccc32)c1,?
CCCCNC(=O)C1CCN(c2nc3ccc(C)cc3[nH]2)CC1,i
CS(=O)(=O)N1CCC(OC2CCN(C(=O)C3CC3)CC2)CC1,25.8%
Cc1cc(C)nc(CNC(=O)[C@H]2CCC[C@@H](O)C2)n1,11.8%
CC1CCCN(Cc2c(O)ccc3c(=O)c(-c4ccccc4Cl)c(C(F)(F)F)oc23)C1 (stereo unspecified),0.891µM*
CC1=C(C(=O)Nc2ccccc2)C(c2ccc(C)cc2)n2nc(SCc3ccccc3C)nc2N1 (stereo unspecified),11.0%
COc1cc2nc(SCC(=O)Nc3ccc(F)cc3)n3nc(CCn4c(C)nc5ccccc54)nc3c2cc1OC,i
Cn1nccc1C(=O)NCc1ccc2c(c1)CCN2C(=O)c1ccc(F)cc1,i
COc1ccc(-c2nnc3n2CCN(C(=O)c2ccc(C(F)(F)F)cc2)C3)cc1,-27.5%
CC1CCC(Nc2nc3c(-c4cccc(C(F)(F)F)c4)nnn3c3ccccc23)CC1 (stereo unspecified),?
CC(C)(C)CC(=O)NCc1cccnc1Oc1cccc(C(F)(F)F)c1,-24.5%
COCCNc1ncc(-c2cccc(NC(C)=O)c2)c2c1OCC2,32.0%[activator][44.1 µM]
